RBX1-CUL1 inh = human ROC1-CUL1 E3 ligase inhibition | in vitro K48 di-Ub FRET, acceptor:donor ratio, 45 min | inhibition, % at 10 µM | actives 0.6% (n = 140,000); in the data active = inhibition above about 25%
Target sequence (P62877 whole entry, looked up): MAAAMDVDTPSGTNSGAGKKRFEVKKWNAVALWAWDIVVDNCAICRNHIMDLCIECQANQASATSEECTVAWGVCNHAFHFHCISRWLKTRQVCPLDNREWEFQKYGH
Target sequence (Q13616 whole entry, looked up): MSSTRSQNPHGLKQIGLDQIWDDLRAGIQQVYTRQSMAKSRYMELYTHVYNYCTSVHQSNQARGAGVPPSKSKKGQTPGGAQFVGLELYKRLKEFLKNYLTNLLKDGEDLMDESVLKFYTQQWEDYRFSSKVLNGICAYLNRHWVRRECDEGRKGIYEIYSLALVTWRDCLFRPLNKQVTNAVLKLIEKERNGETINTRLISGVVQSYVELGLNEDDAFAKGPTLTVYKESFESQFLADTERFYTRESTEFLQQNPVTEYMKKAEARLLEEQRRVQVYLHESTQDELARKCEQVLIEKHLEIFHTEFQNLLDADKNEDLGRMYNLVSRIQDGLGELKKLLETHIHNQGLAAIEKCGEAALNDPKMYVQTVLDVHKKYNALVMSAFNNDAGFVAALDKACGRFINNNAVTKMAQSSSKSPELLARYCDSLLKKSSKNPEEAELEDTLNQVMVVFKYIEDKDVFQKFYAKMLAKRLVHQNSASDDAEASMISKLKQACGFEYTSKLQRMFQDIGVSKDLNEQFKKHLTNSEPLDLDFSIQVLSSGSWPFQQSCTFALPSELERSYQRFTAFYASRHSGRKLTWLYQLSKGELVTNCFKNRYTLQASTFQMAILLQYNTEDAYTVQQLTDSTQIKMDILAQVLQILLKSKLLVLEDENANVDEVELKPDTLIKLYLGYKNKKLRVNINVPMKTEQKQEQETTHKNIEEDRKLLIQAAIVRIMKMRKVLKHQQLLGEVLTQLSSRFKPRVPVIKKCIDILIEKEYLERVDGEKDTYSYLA
Numbers without * were called inactive. A portion of the library; rates above refer to the full screens.

SMILES | RBX1-CUL1 inh
CCCN(CCC)CCCNC(=O)Cn1cnc2onc(-c3ccc(F)cc3)c2c1=O | 3
COC(=O)c1cccc(NC(=O)Cc2noc3ccc(C)cc23)c1 | 3
O=C1N=c2ccccc2=C1c1s/c(=N\N=C2\C(=O)Nc3ccccc32)n(-c2ccc(O)cc2)c1O | 7
COC(=O)c1ccc(OCC(O)Cn2cnc3cc(C)c(C)cc32)cc1 (stereo not given) | -2
Cc1ccc(-c2nnc(Nc3ccc(OC(F)(F)F)cc3)c3ccccc23)cc1S(=O)(=O)NC(C)C | -2
CCc1nn2c(=O)cc(COC(=O)c3ccccc3NC(=O)COc3ccc(F)cc3)nc2s1 | 2
Cc1nc2cccnc2n1C1CCN(S(=O)(=O)N(C)C)CC1 | 6
Clc1ccc(-c2nc3ccccn3c2Nc2ccc3c(c2)OCCO3)s1 | -3
O=C(COc1ccccc1Cl)OCc1cc(=O)n2nc(C3CCCCC3)sc2n1 | -2
COCC(C)NC(=O)c1cnn2c1NC(c1ccccc1)CC2C(F)(F)F (stereo not given) | -1
COc1cccc([C@@H]2Nc3ccc(C(=O)O)cc3[C@@H]3C=CC[C@@H]32)c1OC | -12
O=C(C1CCN(c2ncnc3c2nc2n3CCCCC2)CC1)N1CCN(c2cccc(Cl)c2)CC1 | 3
COc1ccc(C2C3C(=O)N(c4ccccc4)C(=O)C3ON2c2ccccc2C)cc1 (stereo not given) | 0
Cc1cc(C)n2ncc(C(=O)NCc3ccc(Cl)cc3)c2n1 | 2
O=C(CCSc1ccc(Cl)cc1)Nc1ccc(CSc2ccccc2)cc1 | 3
Nc1c(C(=O)N2c3ccccc3Sc3ccccc32)sc2nc(-c3cccs3)cc(C(F)(F)F)c12 | 1
CCc1ccccc1NC(=O)Cn1nnc(C(=O)NCc2cccs2)c1N | -5
Cc1cc(C)c(NC(=O)CN2CCN(C)CC2)c(C)c1 | -5
CC1CN(c2ccccc2)CCN1C(=O)CC1(c2ccc(-c3ccccc3)cc2)CC(=O)N(C)C1=O (stereo not given) | 11
CCCN(C)S(=O)(=O)c1cc(C(=O)NC)ccc1C | 3
O=C(CC(F)(F)F)N1CCC2(CCCN(Cc3ccc(F)cc3)C2)C1 (stereo not given) | -5
COc1ccc2c(c1)CC/C(=C\C=C\c1ccccc1)C2=O | -8
COCc1nnc(NC(=O)Cn2cnc3c2c(=O)n(C)c(=O)n3C)s1 | 7
CCc1ccc(NC(=O)c2cc3c(=O)n(Cc4cccs4)ccc3nc2C)cc1 | -18
CC(C)c1[nH]nc2c1C1(C(=O)Nc3ccc(Cl)cc31)C(C#N)C(=N)O2 (stereo not given) | -2
c1coc(-c2ccc(N3CCC(NCCCn4ccnc4)CC3)cc2)c1 | -1
Cc1ccc(NC(=O)c2cccc3ccccc23)cc1[N+](=O)[O-] | -2
CCOc1ccc(-c2cnc(NCc3ccc(C(F)(F)F)cc3)n2C)cc1 | 3
CCc1ccccc1NC(=O)CC1NC2CCCCC2NC1=O (stereo not given) | -6
COCCNc1nc(CN2CCN(c3ccccc3)C(=O)C2)nc2ccc(Cl)cc12 | 3
COc1cccc(-c2cn3c4c(=O)n(C)c(=O)n(C)c4nc3n2Cc2ccccc2)c1 | 0
COc1cccc2cc(C(=O)CC3(O)C(=O)N(C)c4ccc(Br)cc43)c(=O)oc12 (stereo not given) | 4
O=C(COc1ccccc1)Nc1ccc(N2CCC(NCCCOc3cccnc3)CC2)cc1 | -8
Cc1cc2c(cc1S(=O)(=O)CCC(=O)NCc1ccccc1)OCC(=O)N2 | -2
COc1cc(CNC23CC4CC(C)(CC(C)(C4)C2)C3)cc(Cl)c1OCC(=O)NC(C)(C)C | 11
CC(C)(C)CN1CCC(C2CCN(C(=O)c3ccnc(N)c3)CC2)C1 (stereo not given) | 6
CCN1CCN(C(=O)c2ccc3c(c2)N(Cc2ccc(F)cc2)C(=O)c2ccccc2S3(=O)=O)CC1 | -4
COc1ccccc1-c1cc(-c2ccccc2)nc2sc(C(=O)Nc3cccc(C(F)(F)F)c3)c(N)c12 | -9
Oc1ccc(Nc2ncnc3sc4c(c23)CCCC4)cc1 | 8
CCOC(=O)CSc1ncnc2c(C(=O)OCC)c3n(c12)CCC3 | 4
CCOC(=O)c1ccc(C(=O)Oc2ccc(N)cc2)[nH]1 | -6
COc1ccc(CCC(=O)N2CCCC(c3nc(C)ncc3-c3cccc(C)c3)C2)cc1OC (stereo not given) | -4
Cc1cc(C)c(C(C(=O)Nc2ccc(Cl)cc2)C(=O)Nc2ccc(Cl)cc2)c(C)c1 | -2
COCc1c(C(=O)Nc2ccc(C)cc2)nnn1-c1ccc(C)cc1 | -11
Cc1ccc(N2C(=O)/C(=C/c3cc(C)n(-c4cccc(C(=O)O)c4)c3C)C(=O)N(C)C2=S)cc1 | 34*
O=C(CSc1ccccn1)Nc1ccc(Sc2ccc(NC(=O)CSc3ccccn3)cc2)cc1 | -5
C=CCS(=O)(=O)N1CCC(C2CCN(Cc3cccnc3)CC2)C1 (stereo not given) | -5
Cc1cccc(CS(=O)(=O)Nc2ccc(F)cc2)c1 | 12

Continued; it opens with the four that closed the last part.
SMILES | RBX1-CUL1 inh
Cc1ccc(N2C(=O)/C(=C/c3cc(C)n(-c4cccc(C(=O)O)c4)c3C)C(=O)N(C)C2=S)cc1 | 34*
O=C(CSc1ccccn1)Nc1ccc(Sc2ccc(NC(=O)CSc3ccccn3)cc2)cc1 | -5
C=CCS(=O)(=O)N1CCC(C2CCN(Cc3cccnc3)CC2)C1 (stereo not given) | -5
Cc1cccc(CS(=O)(=O)Nc2ccc(F)cc2)c1 | 12
COc1ccc(C2CC(=O)C3C(=Nc4ccccc4N(C(=O)c4ccccc4)C3c3ccc(OC)c(OC)c3)C2)cc1 (stereo not given) | -4
CC(C)(C)NC(=O)c1cc(-c2ccccc2)on1 | -4
CCOc1ccccc1C1CC(=O)N=C2C1C(=O)N(C)c1ncnn12 (stereo not given) | 7
COC(=O)c1c(NC(=O)/C(C#N)=C/c2ccccc2)sc2c1CCC2 | 1
CCN(CC1CCN(CCc2ccccc2C)CC1)C(=O)CN(C)C | 2
Cc1nn(C(C)C(=O)NCc2ccc(OC(C)C)cc2)c(=O)c2c1sc1ccccc12 (stereo not given) | -2
COc1ccc(N2CCN(CC(O)COCCOc3ccc(Br)cc3)CC2)cc1 (stereo not given) | -10
CC(=O)N1CCc2c(sc3c2c(=O)n(-c2cc(Cl)ccc2C)c(=O)n3C)C1 | -4
COc1cccc(Cn2ccn(-c3ccc(F)cc3)c(=O)c2=O)c1 | -1
O=C(Nc1ccc(I)cc1Cl)c1cncc(Br)c1 | 7
Cc1ccc(C(=O)Cc2ccccc2)cc1 | 6
CCOc1ccc(CNC(=O)C2CCN(C(=O)c3ccc(-n4ccc5ccccc54)s3)CC2)cc1 | -6

RBX1-CUL1 inh: hit marks shown above
SMILES | RBX1-CUL1 inh
Cc1ccc(N2C(=O)/C(=C/c3cc(C)n(-c4cccc(C(=O)O)c4)c3C)C(=O)N(C)C2=S)cc1 | 34*

Other results follow.
SMILES | RBX1-CUL1 inh
Cc1ccsc1C(=O)N1CCC2(CCCN(Cc3cccnc3)C2=O)C1 (stereo not given) | 0
CCc1nn(CC(=O)NCC(C)c2ccccc2)c(=O)c2cc3c(OC)cccc3n12 (stereo not given) | -4
CCc1ccccc1NC(=O)N1CCN(c2nnc(C)c3c(C)n(-c4ccccc4)nc23)CC1 | 5
OC1Cc2ccccc2Sc2ccc(Cl)cc21 (stereo not given) | -1
CC1=NC(=S)SC1CC(Cl)(Cl)Cl (stereo not given) | -8
O=C(Nc1cccc(NC(=O)c2ccccc2Br)c1)c1ccccc1Br | 7
Cc1ccc(C(=O)NCCC2=CCCCC2)c(Cl)c1 | 3
CC1CCC(C(=O)OCC(=O)c2ccc(Br)cc2)C(C)C1 (stereo not given) | 4
COc1ccc2c(c1)c1c(c(=O)n(-c3ccccc3C)c(=O)n1CC(=O)Nc1c(C)cccc1C)n2C | -13
CCn1c(=O)c2c(nc3n2CCCN3C2CCCCC2)n(C)c1=O | 2
N=C1S/C(=C\c2ccc(N3CCOCC3)cc2)C(=O)N1c1ccc(Br)cc1 | 3
COc1cc(-c2noc(CSc3nc(-c4ccccc4)cc(=O)[nH]3)n2)cc(OC)c1OC | -8

Ordered by value in RBX1-CUL1 inh (descending): some entries from above
SMILES | RBX1-CUL1 inh
CC1CCC(C(=O)OCC(=O)c2ccc(Br)cc2)C(C)C1 (stereo not given) | 4
N=C1S/C(=C\c2ccc(N3CCOCC3)cc2)C(=O)N1c1ccc(Br)cc1 | 3
Cc1ccsc1C(=O)N1CCC2(CCCN(Cc3cccnc3)C2=O)C1 (stereo not given) | 0
CCc1nn(CC(=O)NCC(C)c2ccccc2)c(=O)c2cc3c(OC)cccc3n12 (stereo not given) | -4

Next section
SMILES | RBX1-CUL1 inh
Cc1cccc(Cn2c(=O)c3c(nc4n(CCO)c(C)c(C)n34)n(C)c2=O)c1 | -4
CC(=O)N1CCc2cc(Br)cc(S(=O)(=O)CCC(=O)Nc3ccc(C)cc3Cl)c21 | -3
Cc1nn(-c2ccc(N3CCOCC3)nn2)c(C)c1CCC(=O)NCc1ccccc1F | 2
CCOC(=O)c1c(C)c2c(n1C)CCC/C2=N\O | 6
Cn1c(=O)n(C)c2cc(S(=O)(=O)N3CCOCC3)ccc21 | 3
COc1ccc(NC(=O)c2sc3nc(N)c(C#N)cc3c2N)cc1OC | 3
Cc1ccc2c(=O)c(C(=O)c3ccc(F)cc3)cn(CC(=O)NCc3ccccc3)c2n1 | 5
CC(C)Oc1ccc(C(=O)NC2CCCCCC2)cc1 | 7
CC1(C)CC(=O)C(=Cc2cn(-c3ccccc3)nc2-c2cccs2)C(=O)C1 | 0
c1ccc(Cn2c(Nn3cnnc3)nc3ccccc32)cc1 | -3
CN1CCCC1=NC(=S)CN1CCCC1=S | 1
COC(=O)c1ccc(C2c3c(n[nH]c3-c3ccc4c(c3)OCO4)OC(=N)C2C#N)cc1 (stereo not given) | -4

Five entries from above, set out differently:
SMILES,RBX1-CUL1 inh
COc1ccc(NC(=O)c2sc3nc(N)c(C#N)cc3c2N)cc1OC,3
Cc1ccc2c(=O)c(C(=O)c3ccc(F)cc3)cn(CC(=O)NCc3ccccc3)c2n1,5
CC(C)Oc1ccc(C(=O)NC2CCCCCC2)cc1,7
CC1(C)CC(=O)C(=Cc2cn(-c3ccccc3)nc2-c2cccs2)C(=O)C1,0
c1ccc(Cn2c(Nn3cnnc3)nc3ccccc32)cc1,-3

(continued)
SMILES | RBX1-CUL1 inh
Cc1cc(=O)oc2cc(OCC(=O)NC(C(=O)O)C(C)C)ccc12 (stereo not given) | 1
Cc1c(C)n(Cc2ccccc2)c2ccc(C(=O)Nc3ccc(S(=O)(=O)Nc4ccc(Cl)nn4)cc3)cc12 | -1
OCCN1CCN(Cn2nnc3ccccc32)CC1 | -5
O=C(O)c1cn(-c2ccc(F)cc2)c2cc(Cl)c(F)cc2c1=O | -1
COc1ccc(CCCC(=O)Nc2ccccc2F)cc1 | -11
O=[N+]([O-])c1ccc(C=Nc2ccc(Cl)c(Cl)c2)s1 | -4
CC(C)CCn1c(CN(Cc2nccn2C)C(C)C)cnc1S(=O)(=O)C(C)C | -4
CCCCNS(=O)(=O)c1ccc(N2CCCCS2(=O)=O)cc1 | 0
Cc1ccccc1N=C1S/C(=C\c2ccc(O)cc2O)C(=O)N1c1ccccc1C | 3
N#CC1C(=N)Oc2n[nH]c(-c3ccccc3)c2C1c1cccc(Cl)c1 (stereo not given) | 2
CCC1C(N2CCC(C(=O)NCc3ccccc3Cl)CC2)NS(=O)(=O)C1c1ccc(C)cc1 (stereo not given) | 1
Cc1ccccc1Cn1c2ccccc2c2cnn(CC(=O)NCCc3ccc(Cl)cc3)c(=O)c21 | -3
O=C(CNc1ccccc1)N1c2ccccc2Sc2ccccc21 | 6
O=C(CC1CCCCC1)Nc1nc2c(s1)C(=O)CC(C(=O)N1CCN(C(=O)c3ccco3)CC1)C2 (stereo not given) | 0
COc1cc(Br)c(C2c3c(n[nH]c3-c3ccncc3)OC(=N)C2C#N)cc1OC (stereo not given) | 5
Cc1ccccc1N1C(=O)c2cccc3cc([N+](=O)[O-])cc(c23)C1=O | 11
C=CCOc1cccc(CNCCc2ccc(S(N)(=O)=O)cc2)c1 | -3
C[C@@H]1CN(C(=O)c2cn(CCCc3ccccc3)nn2)C[C@H](C)O1 | -2
Cc1nsc2nc3c(F)c(F)c(F)c(F)c3cc12 | -2
N#CC1(C#N)OC(C#N)(C#N)C2SC(I)=CC21 (stereo not given) | -7
COc1ccc(OC)c(C(=O)NCc2cccnc2-n2ccnc2)c1 | 5
O=C(NCc1ccccn1)c1ccc(OC2CCN(Cc3cnc[nH]3)CC2)cc1 | 1
COc1ccc(-c2nc(NC(=O)c3cccc([N+](=O)[O-])c3)sc2C)cc1[N+](=O)[O-] | -7
CCc1ccc(-n2c(SCc3ccccc3Cl)nc3[nH]ncc3c2=O)cc1 | 1
CCC(=O)N(CCC(c1ccccc1)c1ccco1)Cc1ccc(OC(C)C)cc1 (stereo not given) | 1
COc1ccc(OCc2nnc(SCC(=O)Nc3ccc(Cl)c([N+](=O)[O-])c3)n2C)cc1 | 4
O=C(CCc1cn[nH]c1)N1CCC2(CCCN(CC3CCC3)C2=O)C1 (stereo not given) | 4
CC1CC2CC(C(=O)O)CC(C1)C2=O (stereo not given) | 10
CC(=O)N/N=C/c1cc(C)n(-c2ccc(Br)cc2)c1C | 7
CCOC(=O)C1(CCOc2ccccc2)CCCN(C(=O)C2CCOCC2)C1 (stereo not given) | 4
COc1ccc(NC(=O)c2cccc(NS(C)(=O)=O)c2C)cc1 | 3
CC1CCN(S(=O)(=O)Cc2ccccc2F)CC1 | -2
COc1ccccc1CN1COc2ccc3c(oc(=O)c4ccccc43)c2C1 | 2
COc1cccc(CNC(=O)c2cc(-c3cccs3)nc3ccccc23)c1 | -5
Nc1sc2c(c1C(=O)Nc1ccccc1)CCC2 | 0
COC(=O)C1C(C)=Nc2ncnn2C1c1ccccc1 (stereo not given) | -6
COc1ccc(N=C2CCCN2C(=O)Nc2cccc(Cl)c2)cc1 | 4
CN(Cc1ccccc1)c1ccc(-c2nc(-c3ccccn3)no2)cc1[N+](=O)[O-] | 10
O=C(CCC1CCCN(C(=O)CSc2ccccc2)C1)NC1CC1 (stereo not given) | 2
